# Screening results from PubChem BioAssay.
# MazEF act – MazEF (E. coli) toxin RNase activation. FAM/BHQ RNA-DNA oligo cleavage fluorescence, 5 h. P0AE70. activation, % at 20 µM. 350,000 compounds, 0.32% hits; in the data active = activation above about 50%
# Target sequence (P0AE70 whole entry, looked up): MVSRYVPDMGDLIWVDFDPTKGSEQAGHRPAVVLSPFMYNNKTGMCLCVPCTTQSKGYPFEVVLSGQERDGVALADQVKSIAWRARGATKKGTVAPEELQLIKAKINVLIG
# 3CLpro inhibitor – SARS-CoV 3CLpro protease inhibition; P0C6X7; recombinant SARS-CoV 3CLpro, quenched FRET peptide cleavage; inhibition, % at 6 µM; 290,000 compounds, 0.14% hits; AID 1706; in the data active = inhibition above about 12%
# TcdB inh – inhibitors of Clostridioides difficile toxin B glycohydrolase; AID 652162; 350,000 compounds, 0.24% hits; P18177; TcdB glycohydrolase enzymatic assay, plate reader; inhibition, % at 9.99 µM; in the data active = inhibition above about 10%
# VHR inh abs – DUSP3 (human) phosphatase inhibition; P51452; recombinant VHR phosphatase, pNPP absorbance; inhibition, % at 13.3 µM; 290,000 compounds, 0.52% hits; in the data active = inhibition above about 50%; also: some compounds called inactive have numbers as strong as hits
# Target sequence (P51452 whole entry, looked up): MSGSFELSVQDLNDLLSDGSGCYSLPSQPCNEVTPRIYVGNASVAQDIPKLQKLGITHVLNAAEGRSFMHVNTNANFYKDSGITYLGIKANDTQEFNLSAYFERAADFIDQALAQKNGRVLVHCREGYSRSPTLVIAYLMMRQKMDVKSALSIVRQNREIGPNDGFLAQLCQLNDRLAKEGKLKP
# Y pestis TopoI – Y. pestis Topo-I inhibition via cleavage products | Y. pestis Topo-I cleavage product accumulation, plate reader | 360,000 compounds, 0.064% hits | activity, % at 10 µM; in the data active = activity above about 50%, passing the limit was not always enough; also: inactives centre near 2
# Vc quorum ag – quorum light induction in luxS cqsA deficient V. cholerae | V. cholerae BH1578 lux reporter, luminescence, 6 h | activation, % at 18.7 µM | 350,000 compounds, 0.16% hits | AID 588436; in the data active = activation mostly above about 9.7%, no sharp cut-off; also: not every result past the cut was called active; inactives centre near 0; reference of the scale not given here
# PriA SSB inh – blocks PriA binding to SSB C-terminal tail; inhibition, % at 33 µM; AID 1272365; AlphaScreen SSBct-PriA binding, biotinylated peptide; 430,000 compounds, 0.6% hits; in the data active = inhibition mostly above about 37%, no sharp cut-off; inactive = mostly below about 20%;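 also: plate controls were negative control peptide for no effect and reference peptide for full effect; strong numbers were not always called active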
# Rv3671c inh – Rv3671c (M. tuberculosis) protease inhibition | inhibition, % at 5.96 µM | 320,000 compounds, 0.048% hits | P9WHR9 | AID 2606; in the data active = inhibition above about 38%;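 also: extracellular domain of Rv3671c used as enzyme; 0% = enzyme with DMSO and 100% = no enzyme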
# Target sequence (P9WHR9 whole entry, looked up, the tested form may be a part): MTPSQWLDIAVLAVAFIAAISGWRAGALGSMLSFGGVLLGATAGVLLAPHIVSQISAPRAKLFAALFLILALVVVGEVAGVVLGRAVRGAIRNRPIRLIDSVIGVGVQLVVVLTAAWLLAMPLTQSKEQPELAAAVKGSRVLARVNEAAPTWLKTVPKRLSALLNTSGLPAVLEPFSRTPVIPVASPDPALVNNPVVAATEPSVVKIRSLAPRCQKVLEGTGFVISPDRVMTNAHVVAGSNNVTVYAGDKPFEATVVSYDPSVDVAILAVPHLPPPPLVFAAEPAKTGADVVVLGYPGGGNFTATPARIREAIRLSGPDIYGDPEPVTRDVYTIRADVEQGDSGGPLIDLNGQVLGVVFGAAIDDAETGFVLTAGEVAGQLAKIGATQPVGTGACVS
# PrPC TRFRET – cell surface PrPC inhibition, primary TR-FRET screen. P04156. TR-FRET read-out. inhibition, % at 13.8 µM. 370,000 compounds, 0.43% hits. AID 720596; in the data active = inhibition above about 24%; also: 0% = median of the test wells and 100% = reference compound wells
# CCHFV vOTU inh – CCHFV vOTU protease inhibition. Pep-AMC fluorescence. inhibition, % at 11.5 µM. 370,000 compounds, 0.55% hits; in the data active = inhibition above about 30%; also: 0% = vehicle wells with enzyme and 100% = no enzyme wells
# * hit, by the source's call; i = inactive; . = no result given; & = joins results of further samples. Some of the compounds tested, so the mix of outcomes need not match the whole.
1. Cc1cccc(-c2cnn(-c3cccc([N+](=O)[O-])c3)c2N)c1
2. N#Cc1ccc(CSc2nnc(COc3ccccc3)n2-c2ccccc2)cc1
3. O=C(CCC1CCCCC1)NCCS(=O)(=O)N1CCN(c2ccccc2F)CC1
4. CC1(C)Cc2c(sc3nc(SCC(=O)O)[nH]c(=O)c23)CO1
5. Cc1ccc(Nc2c(-c3ccccc3)nc3cnccn23)cc1

screen / no.	1	2	3	4	5
MazEF act	3.8	-7.9	10.1	0.8	-17.8
3CLpro inhibitor	1.2	3.7	.	-0.3	6.2
TcdB inh	0.1	.	0.4	.	1.1
VHR inh abs	9.4	2.0	.	13.4	21.7
Y pestis TopoI	-4.1	0.5	2.8	-6.8	16.2
Vc quorum ag	-0.2	-0.2	-0.3	-1.4	-2.3
PriA SSB inh	20.6	-11.0	-5.4	-4.3	-1.0
Rv3671c inh	1.7	-0.8	-3.9	2.5	14.2
PrPC TRFRET	-56.6	4.7	-2.8	4.4	12.0
CCHFV vOTU inh	-13.1	3.8	-6.3	-8.7	13.2

6. Cn1c(=O)c2c(nc(NCCCO)n2Cc2cccc(Br)c2)n(C)c1=O
7. O=C(COC(=O)CN1CCSC1=O)Nc1ccc(F)cc1Cl
8. CC1=NOC(=O)/C1=C/c1ccc2c(c1)OCO2
9. COc1ccc(CCNC(=O)COc2ncnc3cc([N+](=O)[O-])ccc23)cc1
10. Nc1ccc(C(=O)N/N=C/c2ccccc2)cc1

screen / no.	6	7	8	9	10
MazEF act	5.8	-13.7	0.1	11.7	-3.9
3CLpro inhibitor	3.5	.	1.3	-0.8	-6.6
TcdB inh	.	1.5	0.3	0.0	.
VHR inh abs	-9.6	.	26.2	30.5	31.5
Y pestis TopoI	-1.3	1.0	4.5	-2.0	-1.5
Vc quorum ag	i	i	-0.3	-2.0	i
PriA SSB inh	-7.3	2.8	-1.3	-2.8	.
Rv3671c inh	1.9	0.5	2.1	-7.5	-4.0
PrPC TRFRET	9.7	3.9	-1.9	-33.0	0.7
CCHFV vOTU inh	-5.5	-10.9	-0.3	6.4	-7.1

11. Cc1cc(NC(=O)COc2coc(CN3CCN(c4ccccc4F)CC3)cc2=O)no1
12. Cc1ccccc1OCC(=O)Nc1ccc(Cc2ccncc2)cc1
13. COc1ccc(NC(=O)CCCSc2ccccc2)cc1
14. CC(NC(=O)C1CCN(S(=O)(=O)N2CCCCCC2)CC1)c1ccccc1 (configuration not stated)
15. Cc1ccc(-c2nnc(SCC(=O)N/N=C/c3ccccc3C(=O)O)n2-c2ccccc2)cc1

screen / no.	11	12	13	14	15
MazEF act	2.4	-8.1	-6.9	3.0	.
3CLpro inhibitor	.	2.9	4.7	1.8	4.1
TcdB inh	0.4	0.7	2.5	.	-0.1
VHR inh abs	.	1.2	5.9	10.7	5.5
Y pestis TopoI	2.5	25.2	-5.1	21.2	.
Vc quorum ag	-2.3	-0.2	-0.2	i	.
PriA SSB inh	-10.2	0.1	1.0	-12.3	.
Rv3671c inh	8.8	1.9	0.7	-1.4	-7.8
PrPC TRFRET	-3.1	24.9*	-5.1	4.5	0.9
CCHFV vOTU inh	-9.1	6.8	-7.4	3.1	2.6

16. CCCOc1cccc(C2/C(=C(/O)c3ccc4c(c3)CC(C)O4)C(=O)C(=O)N2CCN2CCOCC2)c1 (configuration not stated)
17. Brc1ccc(N=C/C=C/C=C/Nc2ccc(Br)cc2)cc1
18. Cc1ccc(N(Cc2cc3cc(C)ccc3[nH]c2=O)S(=O)(=O)c2ccccc2)cc1
19. COc1ccc2c(c1)N(C)C(=O)CC(c1ccccc1)=N2
20. CCN(CC)c1ccc(/C=N/NC(=O)Cc2cccs2)cc1

screen / no.	16	17	18	19	20
MazEF act	2.4	6.2	-5.5	-5.7	-2.0
3CLpro inhibitor	-1.0	-0.2	3.3	-5.2	8.7
TcdB inh	1.2	.	0.5	.	0.1
VHR inh abs	-13.4	27.3	21.2	17.5	-8.9
Y pestis TopoI	16.7	0.0	0.1	7.6	5.0
Vc quorum ag	-0.3	i	0.4	-0.9	-0.3
PriA SSB inh	.	13.5	-4.4	6.6	.
Rv3671c inh	2.9	-9.8	-7.8	-2.0	5.7
PrPC TRFRET	4.4	-5.8	-3.4	-9.9	-6.4
CCHFV vOTU inh	1.9	-4.9	-7.9	4.2	-16.4

21. Cc1cccc(N(C(=O)CNC(=O)c2cccs2)C(C(=O)NC2CCCC2)c2ccncc2)c1 (configuration not stated)
22. CC12CN3CC(C)(CN(C1)C3c1ccc3c(c1)OCO3)C2=O (configuration not stated)
23. COc1ccc(CNC(=O)Nc2ccc3c(c2)c(=O)n(C)n3Cc2cccc(C(F)(F)F)c2)cc1
24. OC(c1ccccc1)c1nc(/C=C/c2ccccc2)cs1 (configuration not stated)
25. COc1ccccc1NC(=O)c1csc2c1CCCC2

screen / no.	21	22	23	24	25
MazEF act	7.2	14.0	.	.	-1.3
3CLpro inhibitor	-1.6	-7.6	.	.	-6.0
TcdB inh	0.0	1.6	0.5	-0.1	.
VHR inh abs	-2.6	14.6	.	.	9.6
Y pestis TopoI	19.9	-5.4	10.0	11.3	18.4
Vc quorum ag	-1.5	-7.1	i	i	i
PriA SSB inh	-4.6	-3.0	.	.	-48.7
Rv3671c inh	-9.8	.	.	.	3.9
PrPC TRFRET	4.4	-4.3	22.8	5.8	0.8
CCHFV vOTU inh	-0.1	11.6	-82.6	22.6	3.9

26. COc1ccccc1NS(=O)(=O)c1ccc2oc(SCC(C)=O)nc2c1
27. O=C(COC(=O)CNC(=O)c1ccc(Cl)c([N+](=O)[O-])c1)NNC(=O)c1ccccc1F
28. N#Cc1cncc(-c2ccc3c(c2)OCCOCCOCCOCCOCCO3)n1
29. CCN(CC)c1ccc(C(=O)N/N=C(\C)c2cccc(OC)c2)cc1
30. CCOc1ncccc1C(=O)OCC(=O)N1CCN(S(=O)(=O)c2ccc(Cl)cc2)CC1

screen / no.	26	27	28	29	30
MazEF act	-8.4	1.8	5.3	2.2	2.7
3CLpro inhibitor	-5.4	.	2.0	-0.7	-1.2
TcdB inh	1.0	1.4	2.1	0.7	.
VHR inh abs	15.8	.	44.9	-6.9	2.8
Y pestis TopoI	-7.2	-4.2	7.3	16.4	21.3
Vc quorum ag	-0.2	-0.9	i	-0.3	i
PriA SSB inh	12.7	-11.8	4.8	.	-18.7
Rv3671c inh	-3.6	-11.2	-0.8	8.9	5.6
PrPC TRFRET	1.2	-3.0	-26.6	8.2	1.2
CCHFV vOTU inh	7.5	-0.5	6.6	0.6	-6.5

31. Cc1ccc(N(C(=O)CCl)C(C(=O)NC2CCCCC2)c2cccnc2)cc1C (configuration not stated)
32. COc1ccc(OC)c(Nc2nc(NCCC(C)C)nc(N)c2[N+](=O)[O-])c1
33. Nc1nc2nc(-c3cccs3)cc(C(F)(F)F)n2n1
34. CCOc1ccccc1NC(=O)C1CCCN1S(=O)(=O)c1ccccc1C(F)(F)F (configuration not stated)
35. COc1ccc(NC(=O)c2cc(-c3ccco3)nc3ccccc23)cn1

screen / no.	31	32	33	34	35
MazEF act	15.2	4.2	2.7	-5.4	-6.6
3CLpro inhibitor	9.2	-1.9	2.1	.	.
TcdB inh	.	-0.5	0.1	7.3	-2.3
VHR inh abs	4.0	8.5	28.8	.	.
Y pestis TopoI	.	1.5	1.0	14.9	1.0
Vc quorum ag	.	-0.6	1.1	3.1	-1.7
PriA SSB inh	-3.8	3.9	-0.4	-4.8	9.9
Rv3671c inh	-9.7	-0.2	3.1	-0.6	-8.3
PrPC TRFRET	2.2	-1.2	-10.3	1.7	-14.4
CCHFV vOTU inh	3.6	-4.9	-386.9	6.4	1.3

# Some of the entries so far, with tabs.
no.	Molecule	MazEF act	3CLpro inhibitor	TcdB inh	VHR inh abs	Y pestis TopoI	Vc quorum ag	PriA SSB inh	Rv3671c inh	PrPC TRFRET	CCHFV vOTU inh
25	COc1ccccc1NC(=O)c1csc2c1CCCC2	-1.3	-6.0	.	9.6	18.4	i	-48.7	3.9	0.8	3.9
26	COc1ccccc1NS(=O)(=O)c1ccc2oc(SCC(C)=O)nc2c1	-8.4	-5.4	1.0	15.8	-7.2	-0.2	12.7	-3.6	1.2	7.5
27	O=C(COC(=O)CNC(=O)c1ccc(Cl)c([N+](=O)[O-])c1)NNC(=O)c1ccccc1F	1.8	.	1.4	.	-4.2	-0.9	-11.8	-11.2	-3.0	-0.5
28	N#Cc1cncc(-c2ccc3c(c2)OCCOCCOCCOCCOCCO3)n1	5.3	2.0	2.1	44.9	7.3	i	4.8	-0.8	-26.6	6.6
29	CCN(CC)c1ccc(C(=O)N/N=C(\C)c2cccc(OC)c2)cc1	2.2	-0.7	0.7	-6.9	16.4	-0.3	.	8.9	8.2	0.6
30	CCOc1ncccc1C(=O)OCC(=O)N1CCN(S(=O)(=O)c2ccc(Cl)cc2)CC1	2.7	-1.2	.	2.8	21.3	i	-18.7	5.6	1.2	-6.5
31	Cc1ccc(N(C(=O)CCl)C(C(=O)NC2CCCCC2)c2cccnc2)cc1C (configuration not stated)	15.2	9.2	.	4.0	.	.	-3.8	-9.7	2.2	3.6

# The listing continues:
36. Nc1nc(SCc2nc3scc(-c4cccs4)c3c(=O)[nH]2)n[nH]1
37. CCN1CCCC1CNC(=O)C(=O)NCCc1ccc(OC)c(OC)c1 (configuration not stated)
38. CNC(=O)c1ccc(NC(=O)Nc2ccccc2)cc1
39. c1ccc2c(c1)c1c(c3ccccc32)CN2CCCC2C1 (configuration not stated)
40. Cc1cc(Nc2ccccc2)n(C(=O)c2ccccc2)n1

screen / no.	36	37	38	39	40
MazEF act	4.5	9.2	13.2	-8.9	-6.6
3CLpro inhibitor	-3.0	3.2	-2.6	.	1.1
TcdB inh	.	0.9	-1.3	1.9	.
VHR inh abs	6.0	2.1	27.2	.	-1.7
Y pestis TopoI	1.1	2.0	4.9	-4.0	15.8
Vc quorum ag	i	-0.3	-0.4	i	-0.5
PriA SSB inh	-4.9	-10.7	-15.9	.	-10.0&-14.1
Rv3671c inh	1.8	0.8	-3.7	.	-5.0
PrPC TRFRET	-6.7	1.1	-2.5	-3.9	3.2
CCHFV vOTU inh	7.4	-5.3	-11.0	-15.5	-4.7

41. c1ccc(Cc2nnc3sc(-c4cccnc4)nn23)cc1
42. Cc1ccc(NC(=O)CNc2ccc(OC(C)C)cc2)c(C)c1
43. O=S(=O)(Cc1cc(-c2ccccc2Cl)no1)c1ccccc1
44. CC(=O)Nc1ccc(OCC(O)CN2CCN(c3cccc(Cl)c3)CC2)cc1 (configuration not stated)
45. Cc1ccc(Oc2cnc3ccccc3n2)cc1

screen / no.	41	42	43	44	45
MazEF act	0.6	9.6	-0.9	-2.3	-7.1
3CLpro inhibitor	-4.4	2.9	-3.9	3.2	8.5
TcdB inh	.	.	2.3	.	.
VHR inh abs	-5.8	4.3	13.4	-21.8	7.1
Y pestis TopoI	3.0	9.1	-0.3	9.7	2.2
Vc quorum ag	i	-3.0	i	-0.7	-4.1
PriA SSB inh	1.6	15.3	-12.3	4.0&-7.2	-43.4
Rv3671c inh	-0.8	3.8	1.8	-5.5	-2.3
PrPC TRFRET	-4.5	5.3	-0.6	3.1	5.5
CCHFV vOTU inh	-13.0	1.4	-6.3	9.4	0.0

46. O=C(c1ccc(COc2ccccc2Br)cc1)N1CCCCCC1
47. O=C(CCN1C(=O)/C(=C\c2ccccc2)SC1=S)NCCCN1CCOCC1
48. CCOc1ccc(CCNC(=O)C2CC=CCC2C(=O)OC(C)C)cc1OCC (configuration not stated)
49. Cc1scc(C(=O)N/N=C/c2ccc(Cl)s2)c1C

screen / no.	46	47	48	49
MazEF act	9.1	0.5	-3.0	4.4
3CLpro inhibitor	4.4	5.1	-2.1	-2.4
TcdB inh	1.1	1.5	0.4	1.4
VHR inh abs	25.7	1.9	-4.7	0.5
Y pestis TopoI	38.1	8.6	4.2	-3.8
Vc quorum ag	i	i	-0.6	-0.2
PriA SSB inh	-17.2	1.8	-13.6	.
Rv3671c inh	-12.5	-39.5	-4.1	-4.4
PrPC TRFRET	2.8	-10.3	3.6	3.4
CCHFV vOTU inh	-1.8	13.1	-7.5	-6.4
